Compound activity (PubChem BioAssay)
Mdm2 MdmX PPI – inhibitors of human Mdm2/MdmX interaction; hit rate 3% among 330,000; O15151+Q00987; SaOS-2 split-luciferase Mdm2/MdmX complementation, luminescence; inhibition, % at 8 µM; AID 485346;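 active = inhibition of at least 50% at 8 µM in the primary screen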
XBP1 UPR activ – activators of adaptive arm of unfolded protein response (XBP1); CHO-XBP1 luciferase reporter, IRE1-XBP1 UPR activation, luminescence; percent of tunicamycin response, DMSO as zero; activation, % at 20 µM; hit rate 0.33% among 330,000; AID 463104;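 active = versus positive control, 20 µM dose yields 30% or more activation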;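 note: 100% = tunicamycin at 10 µg/mL and 0% = DMSO only wells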
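assay system = CHO-XBP1 luciferase reporter cells | amount = 1000 cells/well | buffer or medium = F12 plus 10% FBS | compound dosing = single point, 20 µM final compound, 1% DMSO | incubation = 16-18 h cell attachment at 37 °C, then 6 h compound exposure | detection = Steady-Glo luminescence read | controls = tunicamycin 10 µg/mL and vehicle-only wells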
NLRP3 yeast inh – inhibitors of NALP3 inflammasome in yeast; inhibition, % at 10 µM; hit rate 0.39% among 330,000; Yeast reconstituted NLRP3/ASC/caspase-1, beta-gal luminescence, 24 h;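 active = inhibition of 50% or more; inactive = inhibition below 50%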;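 note: plate controls were induced DMSO wells for no effect and uninduced yeast grown without galactose for full effect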
NR3A LBD binder – NR3A (human) ligand-binding domain modulation | NR3A LBD differential scanning fluorimetry, Tm shift; 0% = protein alone, 100% = glycine-bound protein | hit rate 2.5% among 340,000 | Tm shift relative to glycine control, % at 25 µM | AID 1259313;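 active = melting temperature shift of at least 10% of the positive control shift, at one fixed dose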
tim10-1 inh – tim10-1 yeast growth inhibition. S. cerevisiae tim10-1 ts strain growth, BacTiter-Glo, 24 h. inhibition, % at 20 µM. hit rate 2.2% among 330,000;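 active = inhibition of at least 40%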;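 note: mutant grown at 25 °C; 0% = DMSO wells with yeast and 100% = wells holding no yeast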
tim23-1 inh – growth inhibitors of tim23-1 mutant yeast; S. cerevisiae tim23-1 growth, BacTiter-Glo luminescence, 24 h; AID 463212; hit rate 1.3% among 330,000; inhibition, % at 20 µM;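 active = growth inhibition of the mutant yeast at or above 50%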;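 note: temperature-sensitive mutant grown at 25 °C; plate controls were DMSO-treated mutant yeast for no effect and medium wells lacking yeast for full effect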
TIM10 inh – inhibits growth of TIM10 yeast strain; inhibition, % at 10 µM; S. cerevisiae TIM10 strain growth, BacTiter-Glo luminescence, 24 h; hit rate 1.4% among 330,000;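 active = inhibition of 40% or more at the single tested concentration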;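 note: wild-type TIM10 isogenic control strain grown at permissive 25 °C; 0% = DMSO yeast wells and 100% = minimal medium wells without yeast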
APJ ag – activates the human apelin receptor APJ. P35414. CHO-K1 APJ PathHunter beta-arrestin, luminescence; 0% DMSO wells, 100% apelin. activation, % at 20 µM. hit rate 0.11% among 330,000;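 active = activation more than six SD over the plate average, tested at 20 µM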;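 note: 0% = DMSO alone and 100% = apelin-13 at 10 nM; some results filed as inactive read as strong as hits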
Target sequence (P35414 whole entry, looked up): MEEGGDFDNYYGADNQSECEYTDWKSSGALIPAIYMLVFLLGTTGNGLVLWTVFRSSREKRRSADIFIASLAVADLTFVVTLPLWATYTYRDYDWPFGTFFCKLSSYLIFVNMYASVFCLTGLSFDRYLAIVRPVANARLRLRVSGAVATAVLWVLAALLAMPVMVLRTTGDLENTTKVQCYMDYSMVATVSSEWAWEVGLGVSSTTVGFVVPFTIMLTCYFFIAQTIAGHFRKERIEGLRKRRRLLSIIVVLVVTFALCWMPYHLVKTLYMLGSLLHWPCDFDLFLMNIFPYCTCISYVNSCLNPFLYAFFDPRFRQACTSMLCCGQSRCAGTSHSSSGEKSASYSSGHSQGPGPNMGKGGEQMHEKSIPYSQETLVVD
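Test system: CHO-K1 APJ beta-arrestin complementation cell line. Amount: cell density 1000 per well. Controls: DMSO negative, 10 nM Apelin-13 positive. Signal: luminescent beta-gal fragment complementation, chemiluminescent substrate. Read-out basis: agonist-driven arrestin binding to APJ. Timing: compound stimulation 90 min at 25 °C, detection 60 min.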
UPR CHOP act – activators of apoptotic arm of unfolded protein response (CHOP) | hit rate 0.34% among 330,000 | activation, % at 10 µM | CHO-CHOP luciferase reporter, UPR activation, luminescence; percent of tunicamycin response over DMSO baseline;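 active = at 10 µM dose, activation of 40% or more, normalized to positive control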;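 note: 100% = tunicamycin at 10 µg/mL and 0% = DMSO alone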
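System: CHO-CHOP luciferase reporter cell line; amount: 500 cells/well; buffer or medium: F12 medium containing 10% fetal bovine serum; incubation: 6 h compound exposure at 37 °C after overnight seeding; measured by: luciferase luminescence after 10 min with Steady-Glo reagent; evaluation: % reporter activation, DMSO baseline versus tunicamycin full activation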
* = called active by the depositor. The order is random. About 8.2% of those tested had a hit in this group.

Screening O=C(COc1ccc(-c2ccccc2)cc1)N/N=C/c1cc(O)ccc1Br returned Mdm2 MdmX PPI 11, XBP1 UPR activ -5, NLRP3 yeast inh 18, NR3A LBD binder 20*, tim10-1 inh 17, tim23-1 inh 24, TIM10 inh 28, APJ ag -2 and UPR CHOP act 2.3.
Screening COCCNC(=S)Nc1ccc2[nH]c(=O)[nH]c2c1 returned Mdm2 MdmX PPI -27, XBP1 UPR activ -1, NLRP3 yeast inh 9, NR3A LBD binder 2, tim10-1 inh -20, tim23-1 inh 11, TIM10 inh 10, APJ ag 0 and UPR CHOP act 0.1.
For OCC(O)CSc1nc(-c2ccccc2)nc2c1CCC2 (stereo not drawn) the results were Mdm2 MdmX PPI -12, XBP1 UPR activ 2, NLRP3 yeast inh -1, NR3A LBD binder -3, tim10-1 inh 15, tim23-1 inh -3, TIM10 inh -2, APJ ag -3 and UPR CHOP act 0.9.
For Cc1cccc(Cn2c(N3CCN(C)CC3)nc3c2c(=O)n(C)c(=O)n3C)c1 the results were Mdm2 MdmX PPI -16, XBP1 UPR activ 0, NLRP3 yeast inh 16, NR3A LBD binder -2, tim10-1 inh -2, tim23-1 inh -4, TIM10 inh 3, APJ ag 1 and UPR CHOP act 3.1.
For CC1CC(C)CN(Cc2nc3c(c(=O)n(C)c(=O)n3C)n2CCN2CCOCC2)C1 (stereo not drawn) the results were Mdm2 MdmX PPI -10, XBP1 UPR activ 0, NLRP3 yeast inh -15, NR3A LBD binder -1, tim10-1 inh 12, tim23-1 inh 6, TIM10 inh -8, APJ ag -3 and UPR CHOP act -0.4.
For CC(C)c1ccc(NC2CCCN(C(=O)c3cccc4nccnc34)C2)cc1 (stereo not drawn) the results were Mdm2 MdmX PPI 10, XBP1 UPR activ -1, NLRP3 yeast inh 4, NR3A LBD binder -2, tim10-1 inh 16, tim23-1 inh 11, TIM10 inh 3, APJ ag 6 and UPR CHOP act 1.6.
Screening CCCc1cc(C(=O)Nc2nnc(C)s2)cs1 returned Mdm2 MdmX PPI -62, XBP1 UPR activ -1, NLRP3 yeast inh 13, NR3A LBD binder 0, tim10-1 inh 34, tim23-1 inh 28, TIM10 inh 24, APJ ag -2 and UPR CHOP act 5.7.
`CCCCC(NC(=O)COc1cc2c(c3oc(=O)cc(C)c13)CCC(C)(C)O2)C(=O)O` (stereo not drawn) gave Mdm2 MdmX PPI 16, XBP1 UPR activ -5, NLRP3 yeast inh -1, NR3A LBD binder -3, tim10-1 inh 12, tim23-1 inh 2, TIM10 inh 4, APJ ag -2 and UPR CHOP act -0.6.
`CC(=O)CC(CC(=O)NC1CCCCC1)c1ccccc1` (stereo not drawn) gave Mdm2 MdmX PPI 11, XBP1 UPR activ 4, NLRP3 yeast inh 11, NR3A LBD binder 1, tim10-1 inh -1, tim23-1 inh 15, TIM10 inh 8, APJ ag -1 and UPR CHOP act -0.3.
CCC1CSC(Nc2ccc(C(=O)/C=C/c3ccc(Oc4ccccc4)cc3)cc2)=N1 (stereo not drawn) was read as Mdm2 MdmX PPI 55*, XBP1 UPR activ 1, NLRP3 yeast inh 5, NR3A LBD binder -19, tim10-1 inh 3, tim23-1 inh 11, TIM10 inh -11, APJ ag -5 and UPR CHOP act 3.8.
CC1CCC2(CC1)NC(=O)N(Cc1nnc(-c3cccs3)o1)C2=O (stereo not drawn) was read as Mdm2 MdmX PPI 4, XBP1 UPR activ -1, NLRP3 yeast inh 19, NR3A LBD binder 0, tim10-1 inh 20, tim23-1 inh 8, TIM10 inh -8, APJ ag -5 and UPR CHOP act -0.7.
For CN(CCC(=O)Nc1ccc2c(c1)OCO2)Cc1ccccc1 the results were Mdm2 MdmX PPI 5, XBP1 UPR activ 1, NLRP3 yeast inh 10, NR3A LBD binder 2, tim10-1 inh -5, tim23-1 inh -13, TIM10 inh -6, APJ ag -4 and UPR CHOP act -2.4.
`CC1CN=C(N(C(=S)Nc2ccccc2)c2cccc(C(F)(F)F)c2)S1` (stereo not drawn) gave Mdm2 MdmX PPI -24, XBP1 UPR activ -2, NLRP3 yeast inh 6, NR3A LBD binder 1, tim10-1 inh 5, tim23-1 inh 20, TIM10 inh 6, APJ ag 1 and UPR CHOP act 0.4.
Screening CCOCCn1ccc2c(OCC(=O)Nc3ccccc3F)cccc2c1=O returned Mdm2 MdmX PPI -22, XBP1 UPR activ 3, NLRP3 yeast inh 18, NR3A LBD binder -2, tim10-1 inh 16, tim23-1 inh 17, TIM10 inh -4, APJ ag -5 and UPR CHOP act 0.9.
For CN(Cc1c(F)cccc1Cl)c1nnnn1-c1ccccc1 the results were Mdm2 MdmX PPI 7, XBP1 UPR activ 1, NLRP3 yeast inh -36, NR3A LBD binder -1, tim10-1 inh 26, tim23-1 inh 25, TIM10 inh 14, APJ ag 3 and UPR CHOP act -0.1.

Reprinted from the part before: 2 compounds, then new ones.
Screening CCOCCn1ccc2c(OCC(=O)Nc3ccccc3F)cccc2c1=O returned Mdm2 MdmX PPI -22, XBP1 UPR activ 3, NLRP3 yeast inh 18, NR3A LBD binder -2, tim10-1 inh 16, tim23-1 inh 17, TIM10 inh -4, APJ ag -5 and UPR CHOP act 0.9.
For CN(Cc1c(F)cccc1Cl)c1nnnn1-c1ccccc1 the results were Mdm2 MdmX PPI 7, XBP1 UPR activ 1, NLRP3 yeast inh -36, NR3A LBD binder -1, tim10-1 inh 26, tim23-1 inh 25, TIM10 inh 14, APJ ag 3 and UPR CHOP act -0.1.
Screening COc1ccc(CNC(=O)C2CCCN(S(=O)(=O)c3ccc4c(c3)C(C)(C)C(=O)N4C)C2)cc1 (stereo not drawn) returned Mdm2 MdmX PPI -14, XBP1 UPR activ 0, NLRP3 yeast inh 5, NR3A LBD binder -2, tim10-1 inh 13, tim23-1 inh 0, TIM10 inh 3, APJ ag 1 and UPR CHOP act 1.2.
`COc1ccccc1Nc1nc(-c2ccc([N+](=O)[O-])cc2)nc2ccccc12` gave Mdm2 MdmX PPI 38, XBP1 UPR activ -2, NLRP3 yeast inh 16, NR3A LBD binder 39*, tim10-1 inh 11, tim23-1 inh -2, TIM10 inh -3, APJ ag 3 and UPR CHOP act -1.5.
For Cc1ccc(C(=O)NCCNS(=O)(=O)c2ccccc2[N+](=O)[O-])cc1 the results were Mdm2 MdmX PPI -30, XBP1 UPR activ -4, NLRP3 yeast inh 17, NR3A LBD binder -1, tim10-1 inh 8, tim23-1 inh 15, TIM10 inh 10, APJ ag 0 and UPR CHOP act 2.3.
Screening COc1ccccc1OCCOc1ccc(/C=N/n2cnnc2)cc1 returned Mdm2 MdmX PPI -1, XBP1 UPR activ 1, NLRP3 yeast inh 14, NR3A LBD binder 0, tim10-1 inh 10, tim23-1 inh 5, TIM10 inh 15, APJ ag -3 and UPR CHOP act -1.0.
For COc1cccc(-c2cc(C(F)(F)F)nc(N3CCCCC3)n2)c1 the results were Mdm2 MdmX PPI -33, XBP1 UPR activ 0, NLRP3 yeast inh 6, NR3A LBD binder 5, tim10-1 inh 5, tim23-1 inh -4, TIM10 inh -14, APJ ag -5 and UPR CHOP act 0.1.
For O=C(NC(=S)Nc1ccc(S(=O)(=O)Nc2ncccn2)cc1)c1cccc(Br)c1 the results were Mdm2 MdmX PPI 2, XBP1 UPR activ 1, NLRP3 yeast inh 12, NR3A LBD binder 3, tim10-1 inh 0, tim23-1 inh 7, TIM10 inh 5, APJ ag -4 and UPR CHOP act 0.1.
`O=C(c1ccc(Cl)cc1)C1CCN(CC(=O)N2CCCCC2)CC1` gave Mdm2 MdmX PPI 1, XBP1 UPR activ 3, NLRP3 yeast inh 23, NR3A LBD binder 1, tim10-1 inh 11, tim23-1 inh 3, TIM10 inh 12, APJ ag 2 and UPR CHOP act -2.0.
For Cc1ccc(-n2c(C)nnc2SC(C)C(=O)N2CCCC2)cc1 (stereo not drawn) the results were Mdm2 MdmX PPI 10, XBP1 UPR activ 2, NLRP3 yeast inh -2, NR3A LBD binder 3, tim10-1 inh -12, tim23-1 inh -6, TIM10 inh 0, APJ ag -1 and UPR CHOP act 1.1.
For CC1(C)N=C(N)N=C(N)N1c1cccc(C(=O)O)c1 the results were Mdm2 MdmX PPI -2, XBP1 UPR activ -5, NLRP3 yeast inh 10, NR3A LBD binder 0, tim10-1 inh 2, tim23-1 inh 20, TIM10 inh 12, APJ ag -8 and UPR CHOP act -2.0.
CC(C)CCN1CCN(CC(c2ccccc2)c2ccccc2)CC1CCO (stereo not drawn) was read as Mdm2 MdmX PPI 14, XBP1 UPR activ -3, NLRP3 yeast inh 25, NR3A LBD binder 0, tim10-1 inh 17, tim23-1 inh 10, TIM10 inh 13, APJ ag -4 and UPR CHOP act -2.0.
`c1ccc2c(CSCCc3ccncc3)cccc2c1` gave Mdm2 MdmX PPI -9, XBP1 UPR activ 0, NLRP3 yeast inh 24, NR3A LBD binder -4, tim10-1 inh -4, tim23-1 inh -23, TIM10 inh -14, APJ ag 0 and UPR CHOP act -0.6.
`COc1ccc(NC(=O)CSc2nnc(Cc3cccs3)n2C)cc1` gave Mdm2 MdmX PPI -16, XBP1 UPR activ 2, NLRP3 yeast inh 2, NR3A LBD binder 1, tim10-1 inh -30, tim23-1 inh -17, TIM10 inh -4, APJ ag -6 and UPR CHOP act 1.1.
Screening Cc1nccn1CC(O)COc1ccc(Cl)cc1Cl (stereo not drawn) returned Mdm2 MdmX PPI 8, XBP1 UPR activ -5, NLRP3 yeast inh 19, NR3A LBD binder 2, tim10-1 inh 7, tim23-1 inh 40, TIM10 inh 8, APJ ag 0 and UPR CHOP act -0.5.
CCOC(=O)N1CCN(C(=O)c2ccc3c(c2)N(Cc2ccc(F)cc2)CCS3)CC1 was read as Mdm2 MdmX PPI 15, XBP1 UPR activ -2, NLRP3 yeast inh 11, NR3A LBD binder -17, tim10-1 inh 29, tim23-1 inh 27, TIM10 inh 1, APJ ag -4 and UPR CHOP act 2.0.
Screening CCc1nc(N)c(C#N)c(-c2cccnc2)c1C returned Mdm2 MdmX PPI 18, XBP1 UPR activ 3, NLRP3 yeast inh 4, NR3A LBD binder 1, tim10-1 inh 14, tim23-1 inh -5, TIM10 inh 10, APJ ag -3 and UPR CHOP act -1.8.
Screening CCOC(=O)C1(Cc2ccccc2C)CCCN(C(=O)c2sccc2C)C1 (stereo not drawn) returned Mdm2 MdmX PPI -5, XBP1 UPR activ -1, NLRP3 yeast inh 21, NR3A LBD binder -2, tim10-1 inh 22, tim23-1 inh 25, TIM10 inh -3, APJ ag -4 and UPR CHOP act 2.1.
`Cc1ccc(-c2noc(CCCC(=O)NC3CCCCC3)n2)cc1` gave Mdm2 MdmX PPI -8, XBP1 UPR activ 0, NLRP3 yeast inh 34, NR3A LBD binder 0, tim10-1 inh 4, tim23-1 inh 8, TIM10 inh -1, APJ ag 2 and UPR CHOP act -2.4.
